Screening results (PubChem BioAssay)
mIDH1 inhibitor = qHTS for Inhibitors of mutant isocitrate dehydrogenase 1 (IDH1): qHTS. Isocitrate dehydrogenase [NADP] cytoplasmic (Homo sapiens), O75874. IDH1-R132H enzyme, NADPH consumption, diaphorase/resazurin fluorescence. Potency, µM (highest dose often 76.6 µM), for inactives: at the top dose activity change, negative = inhibition, hits mostly inhibitors. 0.093% of 390,000 active; further: on the % scale 0 is the no-effect control and ±100 the full control effect; nearly all actives have a fitted effect of over 65% in size
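IDH1-R132H (0.5 ug/mL) preincubated 30 min with compound, then NADPH (0.016 mM) and alpha-KG (2 mM) added; 80 min at RT, pH 7.5. Remaining NADPH coupled via diaphorase/resazurin to fluorescence (540/590 nm); concentration-response curves normalized to no-enzyme control.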
USP1-UAF1 inh = Inhibitors of USP1/UAF1: Primary Screen | Ubiquitin carboxyl-terminal hydrolase 1 (Homo sapiens), O94782 | 0.23% of 390,000 active | AID 743255, 2014 | recombinant USP1/UAF1, Ub-Rhodamine cleavage fluorescence | Potency, µM (doses to about 57.1 µM), for the others: at the highest dose activity change, negative = inhibition, actives largely listed as inhibitors; further: on the % scale 0 is the no-effect control and ±100 the full control effect; nearly all actives have a fitted effect of over 60% in size; inactives centre near -12
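USP1/UAF1 complex at 1 nM was preincubated with compound for 15 min at room temperature, then Ub-Rho substrate (150nM final) was added. Fluorescence (480/540 nm) was read kinetically, 6 reads every 60 seconds.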
Vif-A3F inh = qHTS for Inhibitors of Vif-A3F Interactions: qHTS. HeLa A3F-eYFP + Vif (tagged APOBEC3F with the HIV-1 protein that degrades it), YFP fluorescence increase. AID 602313, 2012. Potency, µM (titrated, usually from 46.1 µM), inactives show top-dose activity, negative = active. 0.2% of 390,000 active; further: % of control where 0% means no effect; nearly all actives have a fitted effect of over 65% in size
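Fluorescence increase (Ex 488/Em 500-530) after overnight compound treatment at 37 deg C flags inhibition of Vif-driven A3F-eYFP loss in stable HeLa A3F-eYFP/Vif cells seeded overnight beforehand.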
Vif-A3G inh = qHTS for Inhibitors of Vif-A3G Interactions: qHTS. HeLa A3G-eYFP + Vif (tagged APOBEC3G with the HIV-1 protein that degrades it), YFP fluorescence, overnight. DNA dC->dU-editing enzyme APOBEC-3G (Homo sapiens), Q9HC16. Potency, µM (series often up to 46.1 µM), for the others: at the highest dose activity, negative = active, hits mostly inhibitors. 0.076% of 410,000 active. AID 602310, 2012;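 further: on the % scale 0 is the no-effect control and ±100 the full control effect; nearly all actives have a fitted effect of over 60% in size; hits raise eYFP signal because A3G escapes Vif-driven loss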
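HeLa cells stably expressing Vif and C-terminally eYFP-tagged A3G, seeded overnight at 37 deg C, then exposed to compound by pintool overnight at 37 deg C. Rise in yellow fluorescence (Ex 488/Em 500-530, Acumen) marks blocked Vif-driven A3G degradation.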
RGS4 inhibitor = Inhibitors of Regulator of G Protein Signaling (RGS) 4: qHTS | Regulator of G-protein signaling 4 (Homo sapiens), P49798 | Transcreener GDP fluorescence polarization, RGS4-accelerated GTP hydrolysis | Potency, µM (titrated, usually from 114 µM), for inactives: at the top dose activity change, negative = inhibition, most hits filed as inhibitors | 0.039% of 390,000 active; further: on the % scale 0 is the no-effect control and ±100 the full control effect; nearly all actives have a fitted effect of over 75% in size; some results filed as inactive show a strong effect at the top dose
Target sequence (P49798 whole entry, looked up): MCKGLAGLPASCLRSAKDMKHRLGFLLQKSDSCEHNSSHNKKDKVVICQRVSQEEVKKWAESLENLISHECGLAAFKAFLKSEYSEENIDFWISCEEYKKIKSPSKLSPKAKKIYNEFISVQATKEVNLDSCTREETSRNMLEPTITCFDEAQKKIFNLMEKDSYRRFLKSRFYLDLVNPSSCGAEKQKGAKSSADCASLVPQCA
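MLSMR compounds (23 nl, pin-transferred) preincubated 10 min at room temperature with a 500nM (2x) first reagent, then RGS4 at 900nM (2x) plus Transcreener GDP mix added; fluorescence polarization (620/688 nm) read before and after 90 min at 30 °C.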
rTrxR1 inhibitor = qHTS Assay for Inhibitors of Mammalian Selenoprotein Thioredoxin Reductase 1 (TrxR1): qHTS; AID 588453, 2011; 1% of 390,000 active; Potency, µM (doses to about 114 µM), without a hit: at the highest dose activity change, negative = inhibition, actives largely listed as inhibitors; recombinant rTrxR1, NADPH fluorescence consumption, selenite substrate; further: on the % scale 0 is the no-effect control and ±100 the full control effect; nearly all actives have a fitted effect of over 65% in size
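Rat TrxR1 (90 nM in the dispensed reagent) was pre-reduced with 400 uM NADPH for 5 min at room temperature, then incubated with compound for 15 min. After 400 uM selenite was added, NADPH fluorescence (Ex 340/Em 450 nm) was followed for 8 min.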
ALOX12 inh = Primary qHTS assay for inhibitors of human arachidonate 12S-lipoxygenase (ALOX12): Round 2; Polyunsaturated fatty acid lipoxygenase ALOX12 (Homo sapiens), P18054; purified 12hLO, xylenol orange hydroperoxide absorbance; Potency, µM (series often up to 108 µM), for the others: at the highest dose activity change, negative = inhibition, hits mostly inhibitors; 1.1% of 580,000 active; AID 1671190, 2021; further: on the % scale 0 is the no-effect control and ±100 the full control effect
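Purified human 12hLO (150 nM final) in 25 mM Hepes, 0.01% Triton X-100, pH 7.0 was preincubated 15 min at room temperature with compound. Then 40 uM arachidonic acid was added, 30 min. Hydroperoxide was read by Fe-XO absorbance ratio 573/405 nm.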
RXFP1 ag = qHTS Assay for Agonists of the Relaxin Receptor RXFP1; Relaxin receptor 1 (Homo sapiens), Q9HBX9; HEK293T-RXFP1 cAMP TR-FRET, 30 min; response scale: percent of porcine relaxin response, buffer zero; Potency, µM (highest dose often 57.5 µM), inactives show at the highest dose activation, usual class: activators; 0.3% of 370,000 active; further: on the % scale 0 is the no-effect control and ±100 the full control effect; nearly all actives have a fitted effect of over 60% in size; many of its hits are not listed in these tables
Target sequence (Q9HBX9 whole entry, looked up): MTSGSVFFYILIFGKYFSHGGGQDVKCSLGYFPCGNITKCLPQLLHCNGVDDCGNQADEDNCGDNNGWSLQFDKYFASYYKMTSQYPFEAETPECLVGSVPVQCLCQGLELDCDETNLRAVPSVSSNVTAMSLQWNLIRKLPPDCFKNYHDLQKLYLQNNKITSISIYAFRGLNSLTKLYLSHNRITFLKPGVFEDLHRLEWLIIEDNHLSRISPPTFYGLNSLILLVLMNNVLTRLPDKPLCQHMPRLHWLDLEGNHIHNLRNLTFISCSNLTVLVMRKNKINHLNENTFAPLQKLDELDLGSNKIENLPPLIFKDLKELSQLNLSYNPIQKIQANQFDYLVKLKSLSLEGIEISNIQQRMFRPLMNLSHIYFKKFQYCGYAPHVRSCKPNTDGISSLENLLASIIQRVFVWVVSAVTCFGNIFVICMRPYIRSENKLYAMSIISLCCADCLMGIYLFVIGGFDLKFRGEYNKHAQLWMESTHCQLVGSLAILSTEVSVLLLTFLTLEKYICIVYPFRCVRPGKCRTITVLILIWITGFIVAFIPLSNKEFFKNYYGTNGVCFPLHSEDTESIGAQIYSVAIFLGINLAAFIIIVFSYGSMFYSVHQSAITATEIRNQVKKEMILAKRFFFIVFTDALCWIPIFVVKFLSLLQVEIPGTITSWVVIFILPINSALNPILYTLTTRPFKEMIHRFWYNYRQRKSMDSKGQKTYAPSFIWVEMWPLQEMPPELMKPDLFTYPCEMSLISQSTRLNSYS
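HEK293 cells stably expressing RXFP1, treated 30 min at 37C with compounds plus PDE4 inhibitor Ro 20174; cAMP measured by HTRF TR-FRET. Normalized to buffer and 29 nM porcine relaxin; EC50 by Hill fit.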
TrxR1 substrate = qHTS Assay for Substrates of Mammalian Selenoprotein Thioredoxin Reductase 1 (TrxR1): qHTS. Potency, µM (highest dose often 114 µM), for inactives: at the top dose activity change, negative = substrate turnover. purified TrxR1 substrate turnover, NADPH consumption readout. AID 588456, 2011. 0.01% of 390,000 active. Thioredoxin reductase 1, cytoplasmic (Rattus norvegicus), O89049; further: on the % scale 0 is the no-effect control and ±100 the full control effect; nearly all actives have a fitted effect of over 50% in size
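Rat TrxR1, dispensed at 90 nM, was prereduced with 400 uM NADPH (final) for 5 min at ~22 deg C, then incubated with compound 15 min before 400 uM selenite. A first-read NADPH fluorescence drop versus no-compound background flagged substrates.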
Starred values were filed as active, the others as inactive; ? = inconclusive; / = not tested or not shown; [ ] = dose if it differs, or a comment. The call rests on the fitted dose curve; in most records, active means well fitted curve in the direction sought with a large enough effect; inconclusive means small, poorly fitted or top-dose-only effect, or another doubt; inactive means no such curve, though single readings can be large; an effect the other way counts as inactive or inconclusive. Potency means the concentration at half of the fitted maximal effect. A portion of the library (hit frequency here may not be typical).

SMILES | mIDH1 inhibitor | USP1-UAF1 inh | Vif-A3F inh | Vif-A3G inh | RGS4 inhibitor | rTrxR1 inhibitor | ALOX12 inh | RXFP1 ag | TrxR1 substrate
Cc1ccccc1NC(=O)CN1C(=S)NC(C)(C)CC1C (configuration not stated) | 0% | -16% | 3% | 2% | -22% | -18% | ? | 0.7% | -5%
O=C(COC(=O)c1ccccc1O)NC(=O)NCc1ccccc1 | 9% | -18% | 1% | 1% | -2% | 10% | ? | 0.8% | 15%
Cn1c(=O)c2cc(S(=O)(=O)Nc3cccc(F)c3)ccc2n(C)c1=O | 0% | -11% | ? | -3% | -10% | -69%[57.1 µM] | 2% | 25% | 8%
CCN(CC)S(=O)(=O)c1ccc2c(c1)N(CC(=O)Nc1ccc(OC)cc1)C(=O)CS2 | 16% | -9% | -8% | 2% | -1% | 6% | -20% | 0.1% | -1%
Cc1c(C)c2ccc(OCC(=O)N[C@@H](Cc3ccccc3)C(=O)O)cc2oc1=O | 18% | -16% | 2% | 2% | -4% | 40% | -29% | 6.8% | 148%[activator][57.1 µM]
Cn1c(N)c(C(=O)COC(=O)Cc2c(F)cccc2Cl)c(=O)n(C)c1=O | 5% | -8% | -2% | 6% | -6% | 8% | 5% | / | 3%
COc1cccc(-c2nnn(CC(=O)NC3CCCC3)n2)c1OC | -5% | -15% | -1% | 0% | -3% | -3% | -30% | 0.9% | -7%
CN(C)c1ccc(CNC(=O)CN2CCSc3ccc(S(=O)(=O)N(C)C)cc32)cc1 | -13% | -13% | 4% | -2% | -5% | 13%[57.1 µM] | -9% | 10% | -4%[57.1 µM]
CCCn1c(N)c(N(CCOC)C(=O)c2cc3ccccc3cc2OC)c(=O)[nH]c1=O | -9% | -17% | -3% | -2% | -6% | -4% | -6% | 1.7% | -7%
Cc1ccc(NC2CCCN(C(=O)c3cnsn3)C2)cc1C (configuration not stated) | 7% | -23% | -2% | -8% | 14% | 8% | 0% | 0.5% | -1%
COc1cc(C2/C(=C(\O)c3ccc4c(c3)CC(C)O4)C(=O)C(=O)N2Cc2ccco2)ccc1O (configuration not stated) | 3% | -7% | -7% | 0% | 21% | -18% | -14% | 6.5% | -12%
Cc1ccc(C(=O)CSc2nsc(C)c2C#N)cc1 | 0% | -13% | -26% | -17% | ? | 2%[57.1 µM] | ? | 1.7% | 9%[57.1 µM]
CCN1CCN(S(=O)(=O)c2ccc(Cl)c(C(=O)NC3CCCC3)c2)CC1 | -1% | -17% | 12% | 0% | -26% | 12% | -12% | 2.5% | 5%
COc1cccc(NC(=O)CN(C)C(=O)CNC(=O)c2ccc(Oc3ccccc3)cc2)c1 | 0% | -21% | 4% | -2% | 2% | 17% | -39% | -0.6% | -1%
CCc1ccccc1NC(=O)C(CC)Sc1nc2cc3c(cc2c(=O)n1Cc1ccco1)OCO3 (configuration not stated) | 6% | -2% | -26% | 2% | 15% | -4%[57.1 µM] | -4% | 1.3% | 1%[57.1 µM]

Some entries already given, showing only TrxR1 substrate:
canonical_smiles	TrxR1 substrate
CN(C)c1ccc(CNC(=O)CN2CCSc3ccc(S(=O)(=O)N(C)C)cc32)cc1	-4%[57.1 µM]
CCCn1c(N)c(N(CCOC)C(=O)c2cc3ccccc3cc2OC)c(=O)[nH]c1=O	-7%

Carrying on:
SMILES | mIDH1 inhibitor | USP1-UAF1 inh | Vif-A3F inh | Vif-A3G inh | RGS4 inhibitor | rTrxR1 inhibitor | ALOX12 inh | RXFP1 ag | TrxR1 substrate
COc1ccc(C(=O)COC(=O)c2ccc(Cl)nc2)c(OC)c1 | 3% | -15% | -14% | 0% | -18% | -10% | ? | 1.8% | -4%
Cc1cccc(OCCC(=O)NCC(c2ccccc2)N(C)C)c1 (configuration not stated) | 0% | -2% | 0% | 2% | -7% | 1% | 0% | -0.5% | -3%
Cc1c(C)n(CCc2ccccc2)c2ncnc(NN)c12 | -12% | ? | ? | -5% | -40% | 5% | 98%[activator] | -4.3% | 0%
CCOC(=O)N1CCN(C(=O)Cn2ccc3ccccc3c2=O)CC1 | 1% | -4% | -15% | 1% | 3% | 2% | 10% | 1.0% | 2%
O=C(/C=C/c1ccc(Cl)cc1)NC1CCS(=O)(=O)C1 (configuration not stated) | 0% | -20% | 4% | 0% | 28% | 13%[57.1 µM] | 4% | -0.5% | 4%[57.1 µM]
O=C(Nc1ccccc1)/C(=C/c1ccc(F)cc1)NC(=O)c1ccco1 | 4% | -19% | 6% | -7% | -5% | 15% | -7% | -2.1% | 2%
COc1cccc(CCc2nnc(CCC(=O)N3CCCC3c3nccs3)o2)c1 (configuration not stated) | 1% | -12% | 1% | 1% | 19% | 17% | 10% | 0.9% | 5%
Cc1cccc2c1-c1sc(C(=O)N3CCN(c4ccc(F)cc4)CC3)cc1CO2 | -2% | -25% | -2% | 4% | -11% | 17% | -6% | 24% | 11%
O=C(Cc1ccc(Br)cc1)Nc1cccc(S(=O)(=O)N2CCOCC2)c1 | 1% | -4% | 5% | 0% | -20% | 2% | 167%[activator] | 1.7% | -1%
Cc1ccc(OCC(=O)c2cc(C)n(Cc3ccco3)c2C)c([N+](=O)[O-])n1 | 5% | -24% | -2% | 2% | 1% | -1% | 23% | -1.6% | -2%
CCC(c1nnnn1Cc1cccs1)N1CCN(c2nc3ccccc3s2)CC1 (configuration not stated) | -1% | -7% | -4% | 1% | -1% | -1% | -19% | 2.7% | -3%
CC(C)CCNC(=O)c1cc2cc(S(=O)(=O)N3CCCCC3)ccc2n1C | -2% | 1% | 0% | 0% | 6% | 17%[57.1 µM] | -17% | 5.9% | -1%[57.1 µM]
CS(=O)(=O)Nc1ccc(C(=O)NCCSC2CCCCC2)cc1 | 6% | -10% | 2% | -1% | 8% | 32%[activator] | -6% | 1.1% | 15%
O=C(CCCN1C(=O)/C(=C/c2cccs2)SC1=S)NNC(=O)c1ccncc1 | 9% | -14% | 7% | 3% | ? | 8%[57.1 µM] | -10% | 1.4% | -16%[57.1 µM]
CC(=O)c1c(C)[nH]c(C(=O)N2CC(C)CC(C)C2)c1C (configuration not stated) | -5% | -12% | 8% | -7% | 26% | 17% | 1% | 0.2% | 6%
COc1ccc(-n2cnnc2SCC(=O)Nc2cccc(S(=O)(=O)N3CCCCC3)c2)cc1 | 0% | -18% | 11% | -9% | -32% | 7% | -25% | 0.1% | -1%
O=C1C2C3C=CC(C2C(=O)N1CCCO)C1C2C(=O)N(CCCO)C(=O)C2C31 (configuration not stated) | 2% | -8% | 0% | 0% | -20% | 24% | -12% | -0.4% | 7%
NC(=O)[C@@H]1CCCNc2c(F)cc([N+](=O)[O-])cc2C(=O)N[C@@H](CCC(=O)O)C(=O)N[C@@H](CO)C(=O)N1 | 1% | -11% | 2% | 2% | -5% | -1% | -44% | 0.3% | -3%
O=C(COc1ccc(Br)cc1)NCCCNC(=O)c1cnccn1 | -4% | -14% | 3% | 2% | 18% | 7% | 16% | 6.5% | -2%
CN1CCN(C(=S)NC(=O)/C=C/c2ccccc2)CC1 | -1% | -9% | 1% | -1% | 4% | -7% | ? | -0.1% | 3%
CCC(Sc1ccccn1)C(=O)Nc1cccc([N+](=O)[O-])c1 (configuration not stated) | 8% | -2% | 1% | -2% | -4% | ? | -3% | -0.7% | 4%[57.1 µM]
COc1ccc(OCC(O)CNc2ccc(Br)cc2)cc1 (configuration not stated) | -1% | -22% | -8% | 3% | 30% | 2% | ? | -0.3% | 0%
CCCN(C(=O)c1ccco1)c1nnc(-c2ccncc2)s1 | 4% | -14% | / | -9% | 8% | -11% | ? | 0.4% | -8%
CCc1cc(C(=O)Nc2cnn(Cc3ccc(F)cc3)c2)no1 | -5% | -25% | 2% | -3% | 17% | -8% | -16% | 5.1% | -10%
Cc1ccccc1NC(=O)CCN1CCCC1 | -1% | -12% | 4% | 3% | 13% | -3% | 7% | 0.0% | -8%
Cc1nc(NC(=O)CSc2ccccc2N)sc1C | 0% | -1% | -4% | 0% | -34% | 25% | -29%[57.4 µM] | -0.2% | 3%
COc1cc(OC)cc(C(=O)Nc2nc(CC(=O)NCc3ccccc3OC)cs2)c1 | -1% | -12% | 4% | -17% | -24% | 12% | ? | 0.4% | -3%
CCN(CCn1cccn1)C(=O)CC1C(=O)NCCN1Cc1cc(OC)cc(OC)c1 (configuration not stated) | 3% | 0% | 2% | -8% | 10% | -14% | -9% | 0.6% | 0%
